GSK3beta inhib = inhibitors of human GSK3beta kinase; P49841; GST-GSK3beta kinase, ADP-Glo luminescence, 60 min; active compounds read low; activity score (negative = inhibition), % at 10 µM; hit rate 0.038% among 300,000;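 active means more than half of replicate wells score below -50%, meaning over 50% inhibition versus plate controls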;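 further: 0% = median DMSO wells and -100% = median GW8510 positive control wells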
Target sequence (P49841 whole entry, looked up): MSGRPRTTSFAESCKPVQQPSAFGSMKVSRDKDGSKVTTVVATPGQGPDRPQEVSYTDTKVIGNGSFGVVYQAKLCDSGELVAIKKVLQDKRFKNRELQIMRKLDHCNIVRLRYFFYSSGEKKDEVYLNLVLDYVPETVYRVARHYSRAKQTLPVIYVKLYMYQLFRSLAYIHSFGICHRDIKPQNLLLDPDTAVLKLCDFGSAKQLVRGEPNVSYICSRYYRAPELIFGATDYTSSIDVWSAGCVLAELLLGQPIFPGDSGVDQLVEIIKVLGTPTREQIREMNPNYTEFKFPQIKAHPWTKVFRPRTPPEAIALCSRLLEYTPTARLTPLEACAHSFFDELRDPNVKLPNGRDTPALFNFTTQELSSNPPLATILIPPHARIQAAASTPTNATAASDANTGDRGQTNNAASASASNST
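Test system: GST-fused GSK3beta enzyme, cell-free | Quantity: 1.6 ng GST-GSK3beta enzyme per well | Reagent: 25 µM ATP with peptide substrate | Schedule: 60 min enzyme reaction, room temperature | Signal: Luminescent ADP-Glo measurement of ADP formed | Read-out basis: Score relative to plate controls | Control set: DMSO and 20 µM GW8510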
hERG protect = shields human hERG channel from block by proarrhythmic agents; activation (rescue from dofetilide block), less the hit threshold, % at 10 µM; hit rate 0.51% among 310,000; Q12809; CHO-hERG, FluxOR thallium flux, dofetilide IC70 present;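 active means activation above the mean of controls blocked by dofetilide plus 5 SD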;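 further: thallium influx through hERG after potassium depolarization seen as dye fluorescence rise; in these data hits start at about 4.7%; inactives centre near -7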
Dyrk1A ADPGlo = inhibitors of rat Dyrk1A kinase; Q63470; ADP-Glo luminescence, NFATc1 peptide; inhibition, % at 12.5 µM; hit rate 0.43% among 310,000; in the data active means inhibition above about 50%;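 further: plate controls were vehicle with enzyme for no effect and no enzyme for full effect; many of its hits are not listed in these tables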
KCNK9 inh = blocks the human KCNK9 two-pore domain potassium channel; Q9NPC2; HEK293 KCNK9, FluxOR thallium flux fluorescence; active compounds read low; B-score at 10 µM; hit rate 1.2% among 310,000;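 active means ratio B-score over 3 SD below the library mean, with starting fluorescence within 5 SD of its mean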;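 further: negative B-score means less thallium flux so channel inhibition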
RGS4 block = human RGS4 inhibition; P49798; HEK293 M3R/RGS4 inducible, Fluo-4 calcium flux; active compounds read high; triggered by carbachol at its EC20; B-score at 10 µM; hit rate 0.45% among 310,000;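 active means B-score, a plate-corrected calcium signal, over three deviations above library mean, with baseline fluorescence within five deviations of library mean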;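 further: RGS4 expression induced by doxycycline in cells with stable M3 receptor; B-score is computed from the integrated fluorescence ratio over baseline after carbachol; higher B-score means a larger calcium signal and so more RGS4 inhibition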
Target sequence (P49798 whole entry, looked up): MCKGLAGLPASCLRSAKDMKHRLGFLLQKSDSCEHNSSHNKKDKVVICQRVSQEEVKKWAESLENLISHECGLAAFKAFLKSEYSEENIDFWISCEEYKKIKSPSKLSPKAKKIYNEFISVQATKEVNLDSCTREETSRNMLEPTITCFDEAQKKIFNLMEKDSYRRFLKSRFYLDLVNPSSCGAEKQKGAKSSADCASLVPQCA
KCNQ1 act = potentiates or activates the human KCNQ1 potassium channel; AID 2648; B-score at 10 µM; hit rate 0.35% among 310,000; P51787; CHO-K1 KCNQ1, thallium flux FluxOR fluorescence; active compounds read high;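 active means fluorescence ratio B-score, a plate-corrected score, at least three library SD, with initial intensity B-score within 5 SD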
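Schedule – 37 °C overnight plating, 90-min dark dye load, 20-min compound pretreatment · System – stable KCNQ1 CHO-K1 line · Probe or stimulus – thallium- and potassium-containing depolarizing buffer · Measured by – kinetic FluxOR fluorescence, 10 s baseline plus 110 s post-stimulus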
PolyA inhibitor = blocks polyadenylation in yeast reporter cells; calls only at 12 µM; hit rate 0.02% among 300,000; S. cerevisiae SKY197-pL101 polyadenylation reporter, beta-gal luminescence; efflux-impaired pdr1/pdr3 knockout yeast; score 100 = 6 SD above DMSO;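 active means lowest replicate activity score at least 50, where 100 means six control SD above control mean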;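 further: yeast exposed to compound for 9 h at 30 °C; higher score means more reporter readthrough which indicates perturbed polyadenylation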
RGS4 pot = RGS4 potentiation or activation; B-score at 10 µM; hit rate 0.92% among 310,000; HEK293 M3R/inducible RGS4, carbachol calcium flux Fluo4; active compounds read low; AID 463111;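 active means B-score of the integrated calcium signal more than 4 SD below the library mean, with starting fluorescence not abnormally high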;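 further: negative B-score means reduced calcium response which marks RGS4 activation or potentiation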
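Also added: carbachol at ECmax as muscarinic agonist stimulus; Assay system: HEK293 cells with stable M3R and inducible RGS4; Timing: overnight RGS4 induction, 30 min dye load 37 °C, 20 min compound RT; Measured by: Fluo4-AM (2 µM) calcium-flux fluorescence, kinetic read.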
KCNK3 inh = human KCNK3 channel inhibition, primary screen; O14649; CHO-KCNK3 thallium flux, FluxOR fluorescence; active compounds read low; B-score at 10 µM; hit rate 0.84% among 340,000;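 active means B-score under library mean minus 4 SD, starting fluorescence ratio at most library mean plus 5 SD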;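 further: more negative B-score means stronger inhibition of thallium flux through KCNK3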
Target sequence (O14649 whole entry, looked up): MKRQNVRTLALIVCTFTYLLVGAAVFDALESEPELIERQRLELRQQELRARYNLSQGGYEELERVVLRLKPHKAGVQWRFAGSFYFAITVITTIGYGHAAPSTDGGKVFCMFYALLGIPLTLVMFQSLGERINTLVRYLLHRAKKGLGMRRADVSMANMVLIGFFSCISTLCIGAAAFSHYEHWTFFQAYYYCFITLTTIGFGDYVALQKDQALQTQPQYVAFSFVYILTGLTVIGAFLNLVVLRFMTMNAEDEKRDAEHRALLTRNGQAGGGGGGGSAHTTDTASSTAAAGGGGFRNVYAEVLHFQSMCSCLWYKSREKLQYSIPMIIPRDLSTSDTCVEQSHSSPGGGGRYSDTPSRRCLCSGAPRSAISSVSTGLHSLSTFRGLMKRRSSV
KCNQ1 inh = blocks the human KCNQ1 potassium channel; P51787; CHO-K1 KCNQ1, FluxOR thallium flux fluorescence; active compounds read high; B-score at 10 µM; hit rate 1.3% among 310,000;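 active means compounds whose thallium flux B-score, printed positive for inhibition, exceeds three library SD while starting fluorescence stays within three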;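 further: channel opened by potassium depolarization with thallium stimulus after 20 min compound exposure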
GSK3A inh = blocks human GSK-3 alpha kinase. P49840. hit rate 0.1% among 320,000. ADP-Glo luminescence, 60 min. inhibition, % at 10 µM. AID 2650;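 in the data active means inhibition above about 50%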;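 further: GST-tagged GSK-3 alpha with peptide substrate and 25 µM ATP; 0% = DMSO neutral wells and 100% = GW8510 positive control wells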
Numbers without * were called inactive; i = inactive; . = no result given. These rows are one share of the data; rates above refer to the full screens.

SMILES	GSK3beta inhib	hERG protect	Dyrk1A ADPGlo	KCNK9 inh	RGS4 block	KCNQ1 act	PolyA inhibitor	RGS4 pot	KCNK3 inh	KCNQ1 inh	GSK3A inh
CCCCSCCCNC(=O)c1ccc2c(c1)N(CC)C(=O)c1ccccc1S2=O (stereo not drawn)	3	-10	-2	i	i	i	i	i	i	i	-1
Cc1ccc(C)c(NS(=O)(=O)c2cc(C(=O)NCCSC3CCCCC3)ccc2C)c1	-3	-5	-6	-7.9*	i	i	i	i	-10*	i	0
COc1cc(/C=C/C(=O)O)cc(S(=O)(=O)Nc2ccc3c(c2)OCO3)c1OC	3	-11	.	i	i	i	i	i	i	i	7
COC(=O)c1ccc(NC(=O)CN(c2ccc3c(c2)OCO3)S(C)(=O)=O)cc1	1	-4	-8	i	i	i	i	i	i	i	-2
CCN(CC)CCCNC(=O)c1cc(Cl)c(NC(=O)C2=C(C)OCCS2)cc1OC	-5	-4	-4	i	i	i	i	i	i	i	0
C=CCN(c1ccccc1)S(=O)(=O)c1cccc(C(=O)NC2CCC(O)CC2)c1 (stereo not drawn)	3	-18	6	i	i	i	i	i	i	i	-2
Cc1nn(-c2ccccc2)c(C)c1NC(=O)COc1ccc([N+](=O)[O-])cc1	-2	-14	3	i	i	i	i	i	i	i	-2
CC1(C)CC(=O)C(CC(=O)Nc2cc(C(F)(F)F)ccc2Cl)C(=O)C1	-4	-6	2	i	i	i	i	i	i	i	-4
COC(=O)c1sc(N)c(C(=O)OC)c1CSc1nnc(-c2ccccc2Cl)n1C	-2	-8	-4	i	i	i	i	i	i	i	1
CN(C)CCCN(C(=O)C1=COCCO1)c1nc2ccc(Br)cc2s1	3	-14	-3	i	i	i	i	i	i	i	0
O=C(Sc1cccc2cccnc12)c1ccccc1Br	5	-3	3	i	i	i	i	i	i	i	-4
CC(C(=O)N(C)Cc1ccccc1)N1CCN(C/C=C/c2ccccc2)CC1 (stereo not drawn)	3	-12	-7	i	i	i	i	i	i	i	-3
CCCCn1c(N)c(N(CCC(C)C)C(=O)C2CC(=O)N(CCc3ccc(OC)c(OC)c3)C2)c(=O)[nH]c1=O (stereo not drawn)	2	-12	0	i	i	i	i	i	i	i	-1
CCOc1ccc(C(=O)CCC(=O)Nc2ccccc2C)cc1	-3	-3	-2	i	i	i	i	i	i	i	2
O=C(CN1C(=O)NC2(CCCc3ccccc32)C1=O)NCc1ccc(Cl)cc1Cl (stereo not drawn)	1	-14	6	i	i	i	i	i	i	i	0
CC1CC(NS(=O)(=O)c2cc3c4c(c2)CCN4C(=O)CC3)CC(C)(C)C1 (stereo not drawn)	-3	-9	-5	i	i	i	i	i	i	i	3
Cc1ccc(Nc2c(F)c(F)c(F)c(F)c2C(=O)O)cc1	1	-9	-4	i	i	i	i	i	i	i	-5
COC(=O)c1cc(=O)nc2sc3ccccc3n12	-8	-5	1	i	i	i	i	i	i	i	-1
Cc1ccc(N2C(=O)CC(Cc3cc(C)cc(C)c3)C2=O)cc1 (stereo not drawn)	1	-12	-3	i	i	i	i	i	i	i	-6
COc1cccc(Sc2cc(N3CCOCC3)nc(-c3ccccc3)n2)c1	1	-7	0	i	8.8*	i	i	i	i	i	3
COC(=O)C1(CCSC)NC(c2ccco2)C2C(=O)N(C)C(=O)C21 (stereo not drawn)	6	-7	0	i	i	i	i	i	i	i	0
CC1N(C)c2cccc3cccc(c23)N1C	0	-10	-5	i	i	i	i	i	i	i	-3
O=C(NCCN1CCCC1)c1ccc2c(c1)N(Cc1cccc(Cl)c1)C(=O)c1ccccc1S2(=O)=O	0	-7	.	i	i	i	i	i	i	i	-1
Cc1cnc(C(=O)NCC(c2ccccc2)c2ccccc2)cn1	-1	-9	5	i	i	i	i	i	i	i	-1
O=C(O)c1c2c(nc3ccccc13)CCCCC2	3	-10	3	i	i	i	i	i	i	i	0
COc1ccc2nc(N(CCN(C)C)C(=O)c3ccc(C(=O)c4ccccc4)cc3)sc2c1	0	-15	0	i	i	i	i	i	i	i	1
Cc1cc(=O)c(C(=O)O)nn1-c1ccccc1C(F)(F)F	1	-12	-6	i	i	i	i	i	i	i	2
CC(=O)Oc1ccc([N+](=O)[O-])cc1N1C(=O)c2ccccc2C1=O	1	-4	3	i	i	i	i	i	i	i	-3
Cc1nn(Cc2ccccc2)c(Cl)c1/C=N/NC(=O)c1cccnc1	5	-9	-4	i	i	i	i	i	i	i	0
Cc1onc(NC(=O)NC(=O)c2ccccc2F)c1Br	0	-10	-5	i	i	i	i	i	i	i	0
Cc1ccc(S(=O)(=O)Nc2c(Cl)c(Cl)c(O)c3ccccc23)cc1	-1	-4	.	i	5.5*	i	i	i	.	i	-1
Fc1cccc(CN2CCN(C(=S)NCCc3ccccc3)CC2)c1	-1	-7	-1	i	i	i	i	i	i	i	0
CN(C)C(=O)Cn1c(=O)n(C)c2ccccc21	-3	-8	0	i	i	i	i	i	i	i	-3
CC1=CC=CC2=N/C(=N\S(=O)(=O)c3ccc(F)cc3F)c3ccccc3CN12	1	-12	0	i	i	i	i	i	i	i	1
O=C(c1cnsn1)N1CCCC(Nc2ccc(F)c(F)c2)C1 (stereo not drawn)	-3	-14	-2	i	i	i	i	i	i	i	.
CCOCCCn1c(=S)[nH]c2ncccc2c1=O	-1	-13	-5	i	i	i	i	i	i	i	.
CC(C)C(=O)Nc1c2c(nn1-c1ccc([N+](=O)[O-])cc1)CS(=O)(=O)C2	-2	-1	4	i	i	i	i	i	i	i	4
COc1ccc(NC(=O)c2cc(C)nn2-c2ccccc2)cc1	-4	-3	-5	i	i	i	i	i	i	i	-1
c1ccc(-n2ncc3c(N4CCC5(CC4)OCCO5)ncnc32)cc1	4	-4	.	i	i	i	i	i	i	i	0
O=C(N=Nc1c(O)[nH]c2ccc([N+](=O)[O-])cc12)c1cc(-c2ccccc2Cl)nc2ccccc12	1	15*	4	i	i	i	.	i	i	i	-1
CC(C)CC(=O)NC(=S)NNC(=O)c1cccc([N+](=O)[O-])c1	1	-2	-1	i	i	i	i	i	i	i	1
COc1ccccc1NC(=O)c1ccc(NC(=O)CNC(=O)c2ccc(OC)c(OC)c2)cc1	-3	-9	-6	i	i	i	i	i	i	i	-2
O=C(CN1C(=O)c2ccccc2S1(=O)=O)Nc1cccnc1	1	-3	-9	i	i	i	i	i	i	i	2
COC(=O)C1=C(C(=O)OC)[C@@H]2N(Cc3ccccc3)c3ccccc3[C@@]23C[C@@H](C(=O)OC)N(C(=O)C2CCC2)C3=N1	0	-5	.	-7.7*	i	i	i	i	.	i	2
CC(=O)N1CCN(CC(=O)Nc2cc(S(=O)(=O)N3CCOCC3)ccc2C)CC1	-1	-2	11	i	i	i	i	i	i	i	-3
COc1ccc(Nc2nc(-c3cccs3)nc3ccccc23)cc1	3	-6	-3	i	i	i	i	i	i	i	-1
COc1ccc(CN2C(=O)C(C)Oc3ccccc32)cc1 (stereo not drawn)	2	-8	.	i	i	i	i	i	i	i	-1
O=c1c2ccccc2c(C=NCCCN2CCOCC2)c(O)n1Cc1ccc2c(c1)OCO2	2	-11	.	i	i	i	i	i	i	i	2

3 entries from above in a different format:
| SMILES | GSK3beta inhib | hERG protect | Dyrk1A ADPGlo | KCNK9 inh | RGS4 block | KCNQ1 act | PolyA inhibitor | RGS4 pot | KCNK3 inh | KCNQ1 inh | GSK3A inh |
| --- | --- | --- | --- | --- | --- | --- | --- | --- | --- | --- | --- |
| COC(=O)c1ccc(NC(=O)CN(c2ccc3c(c2)OCO3)S(C)(=O)=O)cc1 | 1 | -4 | -8 | i | i | i | i | i | i | i | -2 |
| CCN(CC)CCCNC(=O)c1cc(Cl)c(NC(=O)C2=C(C)OCCS2)cc1OC | -5 | -4 | -4 | i | i | i | i | i | i | i | 0 |
| C=CCN(c1ccccc1)S(=O)(=O)c1cccc(C(=O)NC2CCC(O)CC2)c1 (stereo not drawn) | 3 | -18 | 6 | i | i | i | i | i | i | i | -2 |

(listing goes on)
SMILES	GSK3beta inhib	hERG protect	Dyrk1A ADPGlo	KCNK9 inh	RGS4 block	KCNQ1 act	PolyA inhibitor	RGS4 pot	KCNK3 inh	KCNQ1 inh	GSK3A inh
Cc1cc(C)c(C)c(Oc2ncnc(N)c2[N+](=O)[O-])c1	0	1	3	i	i	i	i	i	i	i	-1
O=C(COc1ccc2ccccc2c1)N1CCN(c2ccccc2O)CC1	4	-5	3	i	i	i	i	i	i	i	3
CCN(CC)CCN(C(=O)C1=COCCO1)c1nc2cc(C)cc(C)c2s1	5	-13	4	i	i	i	i	i	i	i	-2
COc1ccc(/C=C(\NC(=O)c2ccc(C)cc2)C(=O)NCCCN2CCOCC2)cc1OC	2	-4	3	i	i	i	i	i	i	i	-3
C1CCc2c(nc3nnnn3c2N2CCOCC2)C1	0	3	4	i	i	i	i	i	i	i	8
O=C(COc1ccccc1)NCc1nnc2c3ccccc3c(-c3ccccc3)nn12	1	-18	4	i	i	i	i	i	i	i	0
Cc1cc(-c2n[nH]c(=S)n2/N=C/c2ccc(C)o2)n[nH]1	-3	-6	.	i	i	i	i	i	i	i	-8
CCNC(=S)Nc1ccc(Cl)cc1Cl	-3	-10	0	i	i	i	i	i	i	i	0
Cc1csc(=O)n1CCC(=O)OCC(=O)c1ccc(Br)cc1	1	-10	-2	i	i	i	i	i	i	i	0
Cc1ccc(C(=O)NC23CC4CC(CC(C4)C2)C3)c(Cl)c1	-2	-3	1	i	i	i	i	i	i	i	2
Cc1ccc(NCC(=O)N=Nc2c(O)[nH]c3ccc([N+](=O)[O-])cc23)cc1	-3	-6	.	i	i	i	i	i	.	i	1
CCOc1ccccc1-c1nnc(SCC(=O)NC2CC2)n1CC	0	-5	-1	i	i	i	i	i	i	i	-3
COC(=O)CCC(=O)c1oc2ccc(OC)cc2c1N	2	-7	-3	i	i	i	i	i	i	i	3
COc1ccc2oc(C(=O)OCC(=O)NCCc3ccccc3)c(C)c2c1	5	-11	3	i	i	i	i	i	i	i	0
CCOC(=O)c1c(-c2ccc(C)cc2)csc1NC(=S)NC(=O)c1ccccc1	1	-16	3	i	i	i	i	i	i	i	-1
CSc1ccc(CN2CCCCCC2)cc1	3	0	-2	i	i	i	i	i	i	i	-1
